Bioassay records: PubChem BioAssay, several laboratories
MsrA inhibitor = bovine MsrA enzyme inhibitors, primary screen, biochemical, absorbance, HTS; AID 651718, 2012; Methionine sulfoxide reductase A (Bos taurus); 360,000 tested, 0.75% active; inhibition, % at 15.5 µM; purified bovine MsrA, absorbance read-out; in the data active means inhibition above about 4.5%;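 further: 0% = vehicle wells with enzyme and 100% = reference inhibitor wells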
Scp-1 inhibitor = Scp-1 phosphatase inhibitors, primary screen, biochemical, colorimetric, uHTS; Recombinant Scp1, phosphopeptide, malachite green phosphate absorbance; inhibition, % at 20 µM; 340,000 tested, 0.88% active;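 active means inhibition above about 50% at 20 µM, limit read from the data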;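 further: plate controls were DMSO wells with enzyme for no effect and wells lacking enzyme for full effect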
Target sequence (Q9GZU7 76-261 limits assumed): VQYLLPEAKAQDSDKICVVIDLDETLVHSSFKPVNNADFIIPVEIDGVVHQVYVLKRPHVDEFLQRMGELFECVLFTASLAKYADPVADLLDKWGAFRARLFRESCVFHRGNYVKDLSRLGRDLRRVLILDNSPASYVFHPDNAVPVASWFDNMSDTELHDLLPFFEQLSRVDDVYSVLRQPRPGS
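Material: truncated SCP-1 phosphatase (76-261aa) / Buffer or medium: 50 mM Tris acetate pH 5.5, 0.005% Tween-20, 10 mM MgCl2 / Compound dosing: one concentration, 20 µM, with 1.0% DMSO / Incubation: 45 min room-temperature reaction, 5 min colour, 30 min stabiliser / Detection: colorimetric free-phosphate detection, absorbance 630 nm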
Starred values were filed as active, the others as inactive; / = no result given. These rows are one share of the data. The share of hits here may be higher or lower than overall.

SMILES | MsrA inhibitor | Scp-1 inhibitor
COc1cccc(C2C3=C(N=c4s/c(=C\c5ccc(OCC(=O)O)cc5)c(=O)n42)c2ccccc2CC3)c1 (stereo not given) | / | -3
O=C(Nc1ccc2nc(-c3ccco3)c(-c3ccco3)nc2c1)N1CCCCCC1 | / | 88*
CC(C)=CCC12Oc3cc(O)ccc3C1(O)Oc1cc3c(c(O)c1C2=O)C=CC(C)(C)O3 (stereo not given) | / | 4
CCOC(=O)[C@@H]1[C@H]2COc3ccc(Br)cc3[C@H]2N2C(=O)N(c3ccc(Cl)cc3)C(=O)[C@@]12C | / | -4
COc1ccc(NC(=O)C(=O)N/N=C\c2ccc(CNC(=O)C(=O)Nc3ccc(C)c(C)c3)o2)c(OC)c1 | / | 68*
O=S1(=O)C=C(Sc2nc3ccccc3s2)c2ccccc21 | / | -11
O=C(Cn1c(=O)oc2cccnc21)Nc1ccccc1Oc1ccc(Cl)cc1Cl | / | -4
O=C(Nc1nnc(-c2ccccc2Cl)o1)c1ccc(S(=O)(=O)N2CCCCCC2)cc1 | / | -10
CC(C)(C)OC(=O)CNC(=O)c1[nH]cnc1C(=O)N[C@@H](CCCCN)C(=O)OC(C)(C)C | / | 0
COc1ccc(-c2noc(-c3ccc(Cl)cc3)n2)cc1 | / | -10
CN1CCc2c(C#N)c(N3CCCCC3)nc(N3CCOCC3)c2C1 | / | -6
COc1ccc2c(c1)c(C(=O)CN1CCN(c3ccccc3)CC1)c(C)n2C | / | -4
O=S(=O)(c1ccc(S(=O)(=O)N2CCCC2)cc1)N1CCCCC1 | / | -4
Cc1csc(NC(=O)c2sc3nc(-c4cccs4)ccc3c2N)n1 | / | 3
COC(=O)[C@@]12OC[C@]34[C@H]([C@@H](O)[C@@H]1O)[C@@]1(C)C(=O)C(O[C@@H]5OC(CO)[C@@H](O)[C@@H](O)[C@@H]5O)=C[C@@H](C)[C@@H]1C[C@H]3OC(=O)[C@H](OC(=O)/C=C(\C)C(C)(C)OC(C)=O)[C@@H]24 (stereo not given in full) | / | -7
CC#CCN1c2ccccc2[C@]23C[C@@H](C(=O)OC)N(C(=O)c4ccc(Br)cc4)C2=NC(C(=O)OC)=C(C(=O)OC)[C@H]13 | / | -11
O=C(COc1ccc2ccccc2c1)Nc1nnc(-c2ccco2)s1 | / | -4
CCOC(=O)c1c(COc2ccccc2)oc2ccc(O)cc12 | / | -2
COc1ccc(C#Cc2ccc3c(=O)c4ccccc4n(C)c3c2)cc1 | / | -8
COc1ccc(OC)c(N2C(N)=C(C#N)C(c3ccc(OC)c(O)c3)C3=C2CC(C)(C)CC3=O)c1 (stereo not given) | / | -14
O=C(NCc1ccco1)c1cc2c(s1)CSC2 | / | 99*
N#Cc1c(NCCO)nc(NCc2ccccc2)c2c1CCN(Cc1ccccc1)C2 | / | -12
COc1cc(/C=C/C2=NC(=O)C(C)(C)O2)ccc1O | / | -5
COC(=O)c1cc(S(=O)(=O)n2nc(C)cc2C)c(Cl)cc1Cl | / | -3
Cc1cc(C)c(S(=O)(=O)Nc2cc(SCC(=O)O)c(O)c3ccccc23)cc1C | / | 8

Remaining list, next part
SMILES | MsrA inhibitor | Scp-1 inhibitor
CCCC[C@@H]1C[C@H]1[C@@H](NC(=O)c1ccco1)c1ccccc1C(F)(F)F | / | -3
COC(=O)c1sc2ncn(N)c(=O)c2c1C | / | -6
COc1ccc(/C=C2/C(=N)N3C(=NC2=O)Sc2cc(S(C)(=O)=O)ccc23)cc1OC | / | -9
C#CCOCCOCCOCCNc1nc(N2CCN(C(=O)CCCCCCCCCCNC(=O)[C@@H](CCSC)n3cc(CCO)nn3)CC2)nc(N2CCN(C(=O)CCCCCCCCCCNC(=O)[C@H]([C@@H](C)CC)n3cc(CCCCCN)nn3)CC2)n1 | / | 32
CC1(C)Cc2c(sc(NC(=O)c3ccco3)c2C#N)C(C)(C)N1 | / | 1
COc1ccc2c(c1)n([O-])c1c([n+]2=O)CCC1 | / | -7
CCCCCCCc1ccc(C2NC(=S)NC3=C2C(=O)c2ccccc23)cc1 (stereo not given) | / | 4
CCC/C(=N/Nc1ccc(Cl)cc1)c1cnnc(-c2ccccc2)n1 | / | -7
CC1(C)CC[C@@]23CC[C@]4(C)[C@@](OC2=O)(C3C1)[C@H]1O[C@H]1C1[C@@]2(C)CC[C@H](O)C(C)(C)C2CC[C@]14C (stereo not given in full) | / | -4
COC(=O)C1CCN(C(=O)COC(=O)Cn2cnnn2)CC1 | / | -5
CCCc1nnc(NC(=O)c2c(O)c3cccc4c3n(c2=O)CC4)s1 | / | 1
COC(=O)C1=C(C)N2C(=O)CSC2=NC1c1ccc2c(c1)OCO2 (stereo not given) | / | 3
O=C(Cc1cccs1)Nc1ccccc1-c1nc2ccccc2[nH]1 | / | -2
CC(=O)N1CCc2cc(C(=O)CN3CCN(C(=O)c4ccco4)CC3)ccc21 | / | -7
O=C(O)COc1ccc(Cl)cc1CO | / | 2
COc1c(CC=C(C)C)cc(C2CC(=O)c3c(O)cc(O)cc3O2)c(CC=C(C)C)c1O (stereo not given) | / | -10
N#Cc1c(N2CCOCC2)nc(N2CCCCC2)c2c1CCN(C1CCCCC1)C2 | / | -2
Cc1c(C)c2cc(Cl)c(O)c(CN3CCCCC3)c2oc1=O | / | 3
CC(=O)N1C(=O)c2cccc3cccc(c23)C(=O)N1C(C)=O | / | 1
C=CCn1c(SCc2nc3ccccc3c(=O)[nH]2)nc2sc3c(c2c1=O)CCCC3 | / | -11
C#CCOCCOCCOCCNc1nc(N2CCN(C(=O)C([C@@H](C)CC)n3cc(C(N)COC(=O)C(F)(F)F)nn3)CC2)nc(N2CCN(C(=O)[C@H](Cc3cc4ccccc4[nH]3)n3cc(C(N)CO)nn3)CC2)n1 (stereo not given in full) | / | -5
CCCCNC(=O)C(C1CCCCC1)N(CCN(C)C)C(=O)CCCN1C(=O)NC(c2ccc(-c3ccccc3)cc2)C(C(=O)OCc2ccccc2)=C1C (stereo not given) | / | 4
CCOC(=O)C1=C(C)N=c2s/c(=C/c3ccco3)c(=O)n2C1c1cccc(OC)c1 (stereo not given) | / | 3
CCCCOC(=O)c1sc2nc(C)cc(C)c2c1N | / | -3
COC(=O)C1=C(C)N(Cc2ccccc2)C(=NCc2cc(OC)c(OC)c(OC)c2)N[C@H]1c1ccccc1 | / | -2

Going on with the list:
SMILES | MsrA inhibitor | Scp-1 inhibitor
CCOC(=O)c1c(NC(=O)c2cc(C)on2)c2cc([N+](=O)[O-])ccc2n1C | / | -8
CCC(=O)Nc1nonc1-c1nc2ccccc2n1Cc1ccc(Cl)c(Cl)c1 | / | 56*
CC(C)=CCc1c(O)cc(O)c2c(=O)c3c(CC=C(C)C)c(O)ccc3oc12 | / | 4
Cc1ccc(N2C(=O)c3cccc4c(N5CCN(C)CC5)ccc(c34)C2=O)c2cccnc12 | / | -3
c1ccc(Oc2c3ccccc3nc3ccccc23)cc1 | / | -1
COc1cccc(CCN2C(=O)C(=O)N([C@@H](CNCc3ccccc3)Cc3ccccc3F)C[C@@H]2C(C)(C)C)c1 | / | 12
COC(=O)C1=C(C(=O)OC)[C@@H]2N(C)c3ccc(OC)cc3[C@@]23C[C@@H](C(=O)OC)N(C(=O)c2cc(C)oc2C)C3=N1 | / | -14
CC(/C=C/c1ccccc1)=N\Nc1nc2c(c(=O)[nH]c(=O)n2C)n1CCO | / | -2
C=C1c2ccc(C)cc2NC(=O)N1c1ccccc1 | / | -7
Cc1ccc(C(=O)NNc2cc(N3CCCC3)nc(N3CCCC3)n2)cc1 | / | -2
CCCN1C(=O)/C(=C2\SC(=S)N(c3c(C)n(C)n(-c4ccccc4)c3=O)C2=O)c2ccccc21 | / | -22
CNC[C@H]1Oc2ccc(NC(=O)Nc3ccc(OC)cc3)cc2C(=O)N([C@@H](C)CO)C[C@H]1C | / | -8
Cc1cccc(-c2nnc3n2N=C(c2ccc(Br)cc2)CS3)c1 | / | 39
COC1=C(N)C(=O)c2nc(-c3nc(C(=O)O)c(C)c(-c4ccc(OC)c(OC)c4O)c3N)ccc2C1=O | / | -14
C#CCOCCOCCOCCNc1nc(N2CCN(C(=O)CCCCCCCCCCNC(=O)[C@H]([C@@H](C)CC)n3cc(CCCCN=C(N)N)nn3)CC2)nc(N2CCN(C(=O)CCCCCCCCCCNC(=O)[C@H](CCCCN)n3cc(C)nn3)CC2)n1 | / | 40
Cc1nc(Nc2cnc(/C=C/c3cc(C(=O)Nc4cccc(C(F)(F)F)c4)ccc3C)cn2)cc(N2CCNCC2)n1 | / | 14
CCC(C)[C@H]1CN=C(N)N1CC1CCCCC1 (stereo not given in full) | / | -8
C#CCOCCOCCOCCNc1nc(N2CCN(C(=O)[C@H]([C@@H](C)CC)n3cc([C@@H](N)CC(C)C)nn3)CC2)nc(N2CCN(C(=O)[C@H](Cc3cc4ccccc4[nH]3)n3cc([C@@H](N)Cc4ccc(O)cc4)nn3)CC2)n1 | / | 24
CCc1c(C(=O)c2ccc(Cl)cc2)oc2c(C)c3oc(=O)cc(C)c3cc12 | / | -2
O=C(COC(=O)c1c(F)cccc1F)c1ccc[nH]1 | / | 3
O=C(/C=C/c1ccco1)Nc1nc(-c2ccc(F)c(F)c2)cs1 | / | -4
CC(C)OC(=O)CC(=O)c1sc2nc3c(cc2c1N)CN(C)CC3 | / | 2
CC(C)(C)NC(=O)c1ccc(C(=O)NC(C)(C)C)cc1 | / | -2
COc1ccc(-c2nncnn2)cc1 | / | -9
CCOC(=O)c1cc(COc2cc(Cl)cc(Cl)c2)on1 | / | -13

(listing goes on)
SMILES | MsrA inhibitor | Scp-1 inhibitor
NCCCC[C@H]1NC(=O)[C@H](CCC(=O)O)NC(=O)c2cc([N+](=O)[O-])cc(I)c2OCC[C@@H](C(N)=O)NC1=O | / | 91*
COC(=O)CN1C(=O)[C@H]2[C@@H](/C=C/c3ccccc3)N3C(=O)CN(Cc4ccccn4)C(=O)[C@@]3(Cc3ccccc3)[C@H]2C1=O | / | 2
C#CCOCCOCCOCCNc1nc(N2CCN(C(=O)[C@H]([C@@H](C)CC)n3cc(CCCN=C(N)N)nn3)CC2)nc(N2CCN(C(=O)[C@H](C)n3cc(CCCN=C(N)N)nn3)CC2)n1 | / | -1
Cc1nccn1-c1c2c(c(C#N)c3nc4ccccc4n13)CCC2 | / | 4
Cc1cccn2c(=O)c3cc(S(=O)(=O)c4ccccc4)c(=N)n(CC4CCCO4)c3nc12 (stereo not given) | / | 4
COc1cc2c(=O)n(Cc3ccccc3)c(=O)n(CC(=O)C(C)(C)C)c2cc1OC | / | -1
COC(=O)CC#C[C@H](C)[C@@H](NS(C)(=O)=O)C(C)(C)COCc1ccccc1 | -0.2 | /
C=CCCC1CN(CC=C)S(=O)(=O)c2c(F)cccc2O1 (stereo not given) | -0.7 | /
COC(=O)c1c(-c2ccc(OC)cc2)c2c(c3c4cc(OC)ccc4n(S(=O)(=O)c4ccc(F)cc4)c13)C(=O)N(C)C2 | 1.4 | /
Cc1ccc(-c2nnc(SCC(=O)N/N=C/c3ccccc3C(=O)O)n2-c2ccccc2)cc1 | 1.8 | /

Among those listed so far, 12 have a furan ring, fused or not.
SMILES | MsrA inhibitor | Scp-1 inhibitor
O=C(Nc1ccc2nc(-c3ccco3)c(-c3ccco3)nc2c1)N1CCCCCC1 | / | 88*
COc1ccc(NC(=O)C(=O)N/N=C\c2ccc(CNC(=O)C(=O)Nc3ccc(C)c(C)c3)o2)c(OC)c1 | / | 68*
O=C(COc1ccc2ccccc2c1)Nc1nnc(-c2ccco2)s1 | / | -4
CCOC(=O)c1c(COc2ccccc2)oc2ccc(O)cc12 | / | -2
O=C(NCc1ccco1)c1cc2c(s1)CSC2 | / | 99*
CCCC[C@@H]1C[C@H]1[C@@H](NC(=O)c1ccco1)c1ccccc1C(F)(F)F | / | -3
CC1(C)Cc2c(sc(NC(=O)c3ccco3)c2C#N)C(C)(C)N1 | / | 1
CC(=O)N1CCc2cc(C(=O)CN3CCN(C(=O)c4ccco4)CC3)ccc21 | / | -7
CCOC(=O)C1=C(C)N=c2s/c(=C/c3ccco3)c(=O)n2C1c1cccc(OC)c1 (stereo not given) | / | 3
COC(=O)C1=C(C(=O)OC)[C@@H]2N(C)c3ccc(OC)cc3[C@@]23C[C@@H](C(=O)OC)N(C(=O)c2cc(C)oc2C)C3=N1 | / | -14
CCc1c(C(=O)c2ccc(Cl)cc2)oc2c(C)c3oc(=O)cc(C)c3cc12 | / | -2
O=C(/C=C/c1ccco1)Nc1nc(-c2ccc(F)c(F)c2)cs1 | / | -4
